# From PubChem
# APJ agonist: agonists of human APJ apelin receptor; CHO-K1 APJ PathHunter beta-arrestin, luminescence; 0% DMSO wells, 100% apelin; AID 2520; actives 0.11% (n = 330,000); P35414; activation, % at 20 µM;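 active means activation more than six SD over the plate average, tested at 20 µM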;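 further: 0% = DMSO alone and 100% = apelin-13 at 10 nM; some results filed as inactive read as strong as hits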
# Target sequence (P35414 whole entry, looked up): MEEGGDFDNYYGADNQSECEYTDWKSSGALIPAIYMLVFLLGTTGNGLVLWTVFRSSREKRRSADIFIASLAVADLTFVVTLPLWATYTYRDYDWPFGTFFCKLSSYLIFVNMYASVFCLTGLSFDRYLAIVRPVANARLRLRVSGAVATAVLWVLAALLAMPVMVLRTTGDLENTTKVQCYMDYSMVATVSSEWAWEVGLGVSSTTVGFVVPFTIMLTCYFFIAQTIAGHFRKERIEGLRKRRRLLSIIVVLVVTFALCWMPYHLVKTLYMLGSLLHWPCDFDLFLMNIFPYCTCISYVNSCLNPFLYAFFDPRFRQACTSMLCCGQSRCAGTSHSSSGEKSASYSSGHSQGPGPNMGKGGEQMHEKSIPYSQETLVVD
#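 Test system: CHO-K1 APJ beta-arrestin complementation cell line. Amount: cell density 1000 per well. Controls: DMSO negative, 10 nM Apelin-13 positive. Signal: luminescent beta-gal fragment complementation, chemiluminescent substrate. Read-out basis: agonist-driven arrestin binding to APJ. Timing: compound stimulation 90 min at 25 °C, detection 60 min.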
# tim23-1 inh: tim23-1 yeast growth inhibition | inhibition, % at 20 µM | S. cerevisiae tim23-1 growth, BacTiter-Glo luminescence, 24 h | actives 1.3% (n = 330,000);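 active means growth inhibition of the mutant yeast at or above 50%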;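 further: temperature-sensitive mutant grown at 25 °C; plate controls were DMSO-treated mutant yeast for no effect and medium wells lacking yeast for full effect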
# TIM10 inh: TIM10 yeast growth inhibition. inhibition, % at 10 µM. S. cerevisiae TIM10 strain growth, BacTiter-Glo luminescence, 24 h. actives 1.4% (n = 330,000);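 active means inhibition of 40% or more at the single tested concentration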;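 further: wild-type TIM10 isogenic control strain grown at permissive 25 °C; 0% = DMSO yeast wells and 100% = minimal medium wells without yeast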
# APJ antag: APJ receptor antagonism; actives 0.32% (n = 330,000); inhibition, % at 20 µM; CHO-K1 APJ beta-arrestin complementation, luminescence; P35414;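 active means inhibition above about 40% at 20 µM, limit read from the data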;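 further: cells challenged with 10 nM apelin-13 agonist together with compound; plate controls were apelin-13 plus DMSO wells for no effect and DMSO wells lacking apelin-13 for full effect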
# tim10-1 inh: growth inhibitors of tim10-1 mutant yeast; S. cerevisiae tim10-1 ts strain growth, BacTiter-Glo, 24 h; inhibition, % at 20 µM; actives 2.2% (n = 330,000);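 active means inhibition of at least 40%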;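 further: mutant grown at 25 °C; 0% = DMSO wells with yeast and 100% = wells holding no yeast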
# NLRP3 yeast inh: NALP3 inhibition in yeast; Yeast reconstituted NLRP3/ASC/caspase-1, beta-gal luminescence, 24 h; inhibition, % at 10 µM; actives 0.39% (n = 330,000);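 active means inhibition of 50% or more; inactive means inhibition below 50%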;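 further: plate controls were induced DMSO wells for no effect and uninduced yeast grown without galactose for full effect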
# GRIN3A LBD mod: modulators (binders) of human NR3A ligand-binding domain; NR3A LBD differential scanning fluorimetry, Tm shift; 0% = protein alone, 100% = glycine-bound protein; Tm shift relative to glycine control, % at 25 µM; actives 2.5% (n = 340,000); AID 1259313;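 active means melting temperature shift of at least 10% of the positive control shift, at one fixed dose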
# MPTP block: blocks calcium-induced mitochondrial swelling. isolated mouse mitochondria, Ca2+ swelling absorbance, 30 min. inhibition, % at 10 µM. actives 1.4% (n = 360,000);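 active means inhibition of 50% or more, scaled per plate between neutral and stimulator controls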;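 further: 0% = DMSO wells given calcium and 100% = 1 mM EGTA wells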
# beta cell repl: MIN6 beta-cell proliferation induction | MIN6 cells proliferation, ATPlite luminescence, 48 h; cells starved in 0.2% serum; 100% = growth in 10% serum | proliferation, % at 10 µM | actives 0.29% (n = 330,000) | AID 2380;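 active means compounds whose signal lies at least 3.5 SD above the mean of all wells on their plate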;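 further: 0% = DMSO-treated cells in low-serum medium and 100% = 10% serum control; some compounds called inactive have numbers as strong as hits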
# * marks the source's active call; other numbers are inactive results; x = no result given.
SMILES,APJ agonist,tim23-1 inh,TIM10 inh,APJ antag,tim10-1 inh,NLRP3 yeast inh,GRIN3A LBD mod,MPTP block,beta cell repl
CCN1C(=O)/C(=C\c2ccncc2)SC1=Nc1ccc(C)c(C)c1,-1,35,20,-2,26,22,13*,0.8,0
COc1ccc2c(c1OC)C(=O)N1N=C(c3ccc(Br)cc3)CC21 (stereo not drawn),-2,40,40*,20,48*,25,-5,3.6,0
C=CCNC(=O)COc1ccc(S(=O)(=O)Nc2ccc(OCC)cc2)cc1,-4,0,7,-6,3,5,-2,0.1,0
COC(=O)c1ccccc1NC(=O)/C=N/O,1,-3,2,5,15,-1,1,0.9,-1
Cc1ccc(/C=N/NC(=O)CN(Cc2ccccc2)S(=O)(=O)c2ccc3c(c2)OCCO3)cc1,1,17,17,-26,24,18,2,3.4,-2
COc1cc(OC)c2c(C)c(Cl)c(=O)oc2c1,5,-1,7,8,24,19,2,-0.4,3
Cc1ccc2c(c1)N(CCCC(=O)NCCCN1CCCCC1)C(=O)CO2,1,5,-2,-10,-15,12,-2,-1.6,0
CCC(C)Oc1nc2ccccc2nc1NS(=O)(=O)c1ccccc1 (stereo not drawn),0,49,20,1,32,27,-1,4.0,-4
Nc1cccc(Nc2ncnc3ccccc23)c1,0,20,-7,6,8,19,5,3.1,0
O=C(C1=C[C@H](c2ccccc2)C[C@H](OCc2ccc(CO)cc2)O1)N1CCN(Cc2ccc3c(c2)OCO3)CC1,1,-14,-6,12,-9,27,2,-1.1,1
O=S(=O)(c1cnccc1N1CCN(/N=C/c2ccccc2)CC1)N1CCCCC1,-2,-10,-1,-6,24,17,-2,0.0,5.6*
O=C1Cc2cc(NS(=O)(=O)c3ccc(Cl)cc3)cc3c2N1CCC3,-4,-14,12,1,-6,19,-1,11,3
CC(C)NC(=O)COc1ccc(S(=O)(=O)N2CCCC2)cc1,-2,14,8,-20,-7,16,3,1.1,1
CC(C)NC(=O)CN1CCN(Cc2nc(-c3cccs3)no2)CC1,-2,1,-5,6,7,-12,-1,-2.4,1
c1ccc2c(-c3c[nH]c4ccccc34)c3ccccc3nc2c1,-2,11,20,8,30,-7,0,4.9,-4
Cc1ccc(S(=O)(=O)[N-]c2nc3ccccc3nc2-[n+]2cc(C)cc(C)c2)cc1,3,1,6,2,-1,-7,-2,3.4,-1
CCc1cc(-c2n[nH]c(C)c2-c2nc3ccccc3n2C)c(O)c(CN2CCN(C)CC2)c1O,0,9,12,7,15,15,-22,0.0,-4
Cc1ccc2c(c1)c1c(n2CC(O)CN2CCC(C)CC2)CCCC1 (stereo not drawn),-3,-44,-19,5,3,15,-2,1.0,-6
COc1ccc(N(CC(=O)NCCc2ccc(C)cc2)S(=O)(=O)c2c(C)noc2C)cc1,-4,25,4,12,27,8,2,-1.7,4
CCN(CC)C(=O)COc1ccc2c3c(c(=O)oc2c1)CCCC3,1,4,-5,-1,-1,16,0,0.6,1

# 4 compounds from above, reduced to MPTP block.
Molecule	MPTP block
Cc1ccc2c(c1)c1c(n2CC(O)CN2CCC(C)CC2)CCCC1 (stereo not drawn)	1.0
CCN1C(=O)/C(=C\c2ccncc2)SC1=Nc1ccc(C)c(C)c1	0.8
Cc1ccc(/C=N/NC(=O)CN(Cc2ccccc2)S(=O)(=O)c2ccc3c(c2)OCCO3)cc1	3.4
CCN(CC)C(=O)COc1ccc2c3c(c(=O)oc2c1)CCCC3	0.6

# More compounds:
SMILES,APJ agonist,tim23-1 inh,TIM10 inh,APJ antag,tim10-1 inh,NLRP3 yeast inh,GRIN3A LBD mod,MPTP block,beta cell repl
COc1ccc2nc(NC(=O)CCNC(=O)c3ccccc3Cl)sc2c1,-4,9,16,-6,18,-4,1,-0.4,-3
C#CCOCCOCCOCCNc1nc(N2CCN(C(=O)C([C@@H](C)CC)n3cc(C(N)COC(=O)C(F)(F)F)nn3)CC2)nc(N2CCN(C(=O)C([C@@H](C)CC)n3cc(C(N)CC(C)C)nn3)CC2)n1 (stereo partly drawn),2,7,4,-4,9,14,2,x,8
CCc1ccc(/C=N/NC(=O)c2nnn(-c3nonc3N)c2CN2CCOCC2)cc1,2,-72,-5,6,-45,1,-1,-1.3,-4
C[C@@H]1NC(=O)c2cc([N+](=O)[O-])cc(I)c2NCC[C@@H](C(N)=O)NC(=O)[C@H](CC(N)=O)NC1=O,-2,-4,-4,2,-11,19,-1,0.7,-4
COc1cccc(CNS(=O)(=O)c2cc(Br)cc3c2N(C(C)=O)C(C)C3)c1 (stereo not drawn),-1,5,10,2,9,14,12*,-0.7,-3
C#CCOCCOCCOCCNc1nc(N2CCN(C(=O)C([C@@H](C)O)n3cc([C@@H](N)CCCCN)nn3)CC2)nc(N2CCN(C(=O)[C@H](CCCN=C(N)N)n3cc(C(N)[C@@H](C)CC)nn3)CC2)n1 (stereo partly drawn),-2,7,0,-4,6,8,0,-1.5,3
COc1ccccc1NCCC(=O)OCC(=O)NC1CC1,-1,-16,0,12,10,6,0,-0.2,-2
COc1cc(/C=C/C(=O)Nc2ccc(C)cc2)cc(OC)c1OC,-3,28,5,-7,8,29,1,-0.7,0
CCCCNC(=O)c1onc(CSc2ccccn2)c1C(=O)NCCCC,5,14,14,-4,31,-12,1,-1.8,-2
Cc1ccccc1Nc1nc(CSc2nnc(-c3ccoc3C)n2C)cs1,-3,4,12,7,25,-7,2,3.0,-3
CCN1CCN(CC(=O)c2ccc(OC)cc2)CC1,0,19,-4,6,-15,19,0,0.7,0
CCOC(=O)N1CCC(NC(=O)c2cc(COc3c(C)cccc3C)on2)CC1,4,24,10,15,39,12,5,-0.3,4
COc1ccccc1Oc1c(C)oc2c(CN3CCN(C)CC3)c(O)ccc2c1=O,-4,-10,-4,11,14,6,x,x,0
CC(C)[C@H](NC(=O)c1ccccc1)C(=O)OCC(=O)NCCC1=CCCCC1,-3,12,3,2,29,1,-3,4.3,-2
COc1ccc(-c2coc3c(CN4CCCCC4)c(O)c(CN4CCCCC4)c(O)c3c2=O)cc1,-7,8,-7,-1,27,13,x,x,-4
COc1ccc(C(=O)NCCNC(=O)c2ccc(C)nc2)cc1,-1,-6,8,17,-12,14,-2,0.2,0
COC(=O)c1ccc(CSc2nc3c(cnn3-c3ccc(C)c(C)c3)c(=O)[nH]2)o1,-2,-9,-10,-5,21,4,-6,-0.4,-2
O=S(=O)(c1cccc(-c2cn3cccnc3n2)c1)N1CCCCCC1,-1,31,16,-12,17,-6,-1,-2.9,-2
Cc1ccc(C(=O)NS(=O)(=O)c2ccc(C)cc2)cc1,-4,9,2,-24,-2,1,-1,1.9,0
C=CCn1c(C)nnc1SCC(=O)Nc1ccc2c(c1)OCCO2,-4,3,-108,4,-1,-12,6,0.1,-1
COC(=O)c1[nH]c2c(c1C)C(=O)CC(c1cccc(OC)c1)C2 (stereo not drawn),-1,14,27,-1,11,-10,-2,0.1,-5
COc1cccc(-n2nc(-c3ccnn3-c3ccc(C)cc3)c(=O)n(C)c2=O)c1,-2,25,1,5,17,-6,-1,-1.7,-1
COc1ccc(OCCC(=O)Nc2cc(C)on2)cc1,-4,10,18,-3,18,6,1,-1.7,1
Cc1ccc(CCNS(=O)(=O)c2c(C)nc3sccn3c2=O)cc1,3,21,7,3,21,12,-1,-2.4,1
CCC(C(=O)NCc1ccco1)N(C(=O)CNS(=O)(=O)c1ccccc1)c1ccc(F)cc1 (stereo not drawn),0,6,5,-9,-3,23,0,0.9,1
CCCOc1ccc(/C(O)=C2/C(=O)C(=O)N(CCN(C)C)C2c2ccncc2)cc1 (stereo not drawn),-8,5,0,6,6,-12,2,-3.1,2
COc1ccccc1N1C(=O)C2C(C(=O)c3ccccc3)=NN(c3ccccc3)C2C1=O (stereo not drawn),-7,25,23,14,18,-9,4,4.1,-1
CCOC(=O)Nc1n[nH]c(NC(=O)OCC)c1[N+](=O)[O-],-3,4,11,-1,-9,-11,2,1.6,1
COC(=O)c1cnn(-c2cc(Oc3ccccc3)ncn2)c1N,-2,7,8,-9,21,-4,-2,2.4,-4
Cc1[nH]c2ccccc2c1C(=O)COC(=O)c1c(-c2c(F)cccc2Cl)noc1C,1,36,38,-7,22,18,29*,23,-2
CC(C)N(Cc1nc(-c2ccccc2)no1)C(=O)CSc1ccccc1,-5,25,-5,6,35,10,3,-1.2,-3
O=C(N/N=C(\c1ccccc1)c1cccnc1)c1cc(O)ccc1O,12,-6,-1,-121,-13,10,x,x,-3
Cc1cc(C)n(-c2c(F)c(F)c(CO)c(F)c2F)n1,-5,10,8,6,9,8,-4,0.3,-2
CC12CCC(C/C1=N/NC(=O)COc1ccccc1Cl)C2(C)C (stereo not drawn),-1,46,15,-16,19,-3,1,1.6,-2
CC(C)N(Cc1nc(-c2ccc3c(c2)OCO3)no1)Cc1nccn1C,-2,8,11,12,20,-11,-3,0.9,2
CCOc1c(O)ccc(C2NC(=O)N(C)C(C)=C2C(=O)OC)c1[N+](=O)[O-] (stereo not drawn),-4,3,0,-10,5,8,-4,-0.6,-1
Cc1ccc(S(=O)(=O)NCC(=O)NCc2cc(=O)n(C)c(=O)n2C)cc1,1,-10,2,25,-9,11,-2,-1.6,-4
CC(C)C(NC(=O)c1ccc(F)cc1)C(=O)N1CCOCC1 (stereo not drawn),-3,-1,11,-61,-4,2,2,1.0,-1
CCOC(=O)C1=C(CC)Nc2ccccc2N/C1=N\S(=O)(=O)c1ccc2ccccc2c1,0,19,10,12,40,2,-1,7.0,-2
Cc1ccc(-c2nonc2NC(=O)c2ccco2)cc1,-5,20,11,16,34,0,-2,-1.8,2
COc1ccc(CCC(=O)NCCc2nc3ccccc3[nH]2)cc1,1,13,-16,-6,3,10,0,-4.4,1
COc1ccc(CCC(=O)N2CCCc3ccccc32)cc1,-3,9,6,-1,9,18,-1,-0.9,0
CCc1cc(C(=O)NNC(=O)c2csc(N3CCOCC3)n2)sc1C,0,16,8,2,18,9,-3,-1.0,3
Cc1cccc(NC(=O)CSc2nnc(CNC(=O)c3ccc(S(=O)(=O)N(C)C)cc3)n2-c2cccc(C)c2)c1,-2,-11,8,-5,18,5,-13,2.3,-2
COc1cc(C(=O)N2CCN(C(=O)c3ccco3)CC2)c([N+](=O)[O-])cc1OC,1,19,23,-7,17,11,3,-0.9,-3
CCc1cccc(C)c1NC(=O)CCCn1c(=O)c2cccn2c2cccnc21,2,10,-4,-12,5,14,-1,2.7,-3
COc1ccc(N2CCN(Cc3nnnn3C3CCCCC3)CC2)cc1,-3,20,-5,-15,18,4,0,0.0,-2
CC(O)Cc1cn([C@@H](CCCCNC(=O)OC(C)(C)C)C(=O)N2CCN(C(=O)OC(C)(C)C)CC2)nn1 (stereo partly drawn),0,8,2,20,6,-11,1,1.1,-4
CC1=C[C@H](C)[C@H](c2c(F)cccc2Cl)CC1=O,-4,7,-2,-53,-19,9,-1,-0.7,-3
CC(C)CCc1noc(CN(C)CCC2CCOCC2)n1,-1,4,6,-7,4,0,0,0.7,1
O=C(CSc1nnc(CNC(=O)c2ccco2)o1)Nc1cccc(Cl)c1,-5,7,5,-6,17,-3,1,-0.9,0
Cn1c(CCNC(=O)C(C)(C)C)nc2ccccc21,-4,10,5,-16,7,5,2,-0.5,2
CC(C)N1C(=O)CCC1C(=O)O (stereo not drawn),-2,8,-4,-3,5,9,4,5.1,0
